# Compound activity (PubChem BioAssay)
# Vif-A3G inh: inhibitors of Vif-APOBEC3G interaction; Q9HC16; Potency, µM (series often up to 46.1 µM), for inactives: at the top dose activity, negative = active, most hits filed as inhibitors; AID 602310; HeLa A3G-eYFP + Vif (tagged APOBEC3G with the HIV-1 protein that degrades it), YFP fluorescence, overnight; 0.076% of 410,000 active;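 further: potency means the concentration at half of the fitted maximal effect; on the % scale 0 is the no-effect control and ±100 the full control effect; nearly all actives have a fitted effect of over 60% in size; hits raise eYFP signal because A3G escapes Vif-driven loss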
# Target sequence (Q9HC16 whole entry, looked up): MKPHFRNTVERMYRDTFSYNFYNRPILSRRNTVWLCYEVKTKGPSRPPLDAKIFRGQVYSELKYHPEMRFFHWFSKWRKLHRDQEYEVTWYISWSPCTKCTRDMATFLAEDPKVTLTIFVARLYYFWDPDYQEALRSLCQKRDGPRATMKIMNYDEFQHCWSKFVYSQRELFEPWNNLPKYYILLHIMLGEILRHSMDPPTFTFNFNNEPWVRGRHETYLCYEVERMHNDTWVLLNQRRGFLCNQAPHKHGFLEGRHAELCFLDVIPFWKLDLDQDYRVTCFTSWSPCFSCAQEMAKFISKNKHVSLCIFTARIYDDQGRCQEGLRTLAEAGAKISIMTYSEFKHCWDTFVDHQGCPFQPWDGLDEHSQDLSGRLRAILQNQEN
#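 HeLa cells stably expressing Vif and C-terminally eYFP-tagged A3G, seeded overnight at 37 deg C, then exposed to compound by pintool overnight at 37 deg C. Rise in yellow fluorescence (Ex 488/Em 500-530, Acumen) marks blocked Vif-driven A3G degradation.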
# TrxR1 substrate: substrates of rat thioredoxin reductase 1. 0.01% of 390,000 active. O89049. purified TrxR1 substrate turnover, NADPH consumption readout. Potency, µM (titrated, usually from 114 µM), for the others: at the top dose activity change, negative = substrate turnover. AID 588456; further: potency means the concentration at half of the fitted maximal effect; on the % scale 0 is the no-effect control and ±100 the full control effect; nearly all actives have a fitted effect of over 50% in size
# Target sequence (O89049 whole entry, looked up): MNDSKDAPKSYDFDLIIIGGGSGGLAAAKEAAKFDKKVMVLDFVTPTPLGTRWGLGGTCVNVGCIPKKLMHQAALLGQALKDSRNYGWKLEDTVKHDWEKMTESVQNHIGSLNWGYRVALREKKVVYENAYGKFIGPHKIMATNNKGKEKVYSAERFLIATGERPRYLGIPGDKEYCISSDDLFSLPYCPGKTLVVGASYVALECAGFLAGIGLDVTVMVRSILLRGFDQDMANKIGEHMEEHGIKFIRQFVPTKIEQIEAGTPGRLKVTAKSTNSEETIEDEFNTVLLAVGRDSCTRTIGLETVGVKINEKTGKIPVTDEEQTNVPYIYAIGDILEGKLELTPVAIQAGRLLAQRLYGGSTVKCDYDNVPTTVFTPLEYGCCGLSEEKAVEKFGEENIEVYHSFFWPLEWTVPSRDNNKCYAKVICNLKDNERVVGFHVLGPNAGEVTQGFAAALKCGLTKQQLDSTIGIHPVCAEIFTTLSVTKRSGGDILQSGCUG
#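 Rat TrxR1, dispensed at 90 nM, was prereduced with 400 uM NADPH (final) for 5 min at ~22 deg C, then incubated with compound 15 min before 400 uM selenite. A first-read NADPH fluorescence drop versus no-compound background flagged substrates.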
# TrxR1 inh: inhibitors of rat thioredoxin reductase 1; O89049; AID 588453; Potency, µM (top dose mostly 114 µM), for inactives: top-dose activity change, negative = inhibition, actives largely listed as inhibitors; 1% of 390,000 active; recombinant rTrxR1, NADPH fluorescence consumption, selenite substrate; further: potency means the concentration at half of the fitted maximal effect; on the % scale 0 is the no-effect control and ±100 the full control effect; nearly all actives have a fitted effect of over 65% in size
#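 Rat TrxR1 (90 nM in the dispensed reagent) was pre-reduced with 400 uM NADPH for 5 min at room temperature, then incubated with compound for 15 min. After 400 uM selenite was added, NADPH fluorescence (Ex 340/Em 450 nm) was followed for 8 min.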
# LDHA block: inhibitors of human lactate dehydrogenase A; P00338; purified LDHA, NADH/diaphorase-resazurin fluorescence; active compounds read low; activity change, % (values are at about 110 or 230 µM); 0.15% of 480,000 active; AID 1347041; in the data active means activity change below about -30%; inconclusive means mostly about -25% to -30%;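 further: plate controls were DMSO wells for no effect and wells without enzyme for full effect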
#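 Enzyme activity of human lactate dehydrogenase 5 (2 nM; 0.06 mM NADH, 0.2 mM pyruvate, 5 min, RT) is measured via a resazurin/diaphorase fluorescence readout of residual NADH.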
# RGS4 inhibitor: human RGS4 inhibition. Potency, µM (titrated, usually from 114 µM), inactives show at the top dose activity change, negative = inhibition, hits mostly inhibitors. AID 504845. Transcreener GDP fluorescence polarization, RGS4-accelerated GTP hydrolysis. P49798. 0.039% of 390,000 active; further: potency means the concentration at half of the fitted maximal effect; on the % scale 0 is the no-effect control and ±100 the full control effect; nearly all actives have a fitted effect of over 75% in size; some results filed as inactive show a strong effect at the top dose
# Target sequence (P49798 whole entry, looked up): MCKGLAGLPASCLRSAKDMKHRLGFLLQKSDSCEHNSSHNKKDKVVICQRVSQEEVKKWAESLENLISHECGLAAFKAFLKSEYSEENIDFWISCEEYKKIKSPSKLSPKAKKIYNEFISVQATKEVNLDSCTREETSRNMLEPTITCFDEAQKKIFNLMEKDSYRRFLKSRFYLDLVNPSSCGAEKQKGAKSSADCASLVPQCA
#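 MLSMR compounds (23 nl, pin-transferred) preincubated 10 min at room temperature with a 500nM (2x) first reagent, then RGS4 at 900nM (2x) plus Transcreener GDP mix added; fluorescence polarization (620/688 nm) read before and after 90 min at 30 °C.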
# GRP78 ERSR act: inducers of ER stress response in human glioma cells; U87-MG GRP78 promoter luciferase reporter, 16 h; Potency, µM, inactives show top-dose activation, usual class: activators; 0.02% of 420,000 active; AID 602332; further: potency means the concentration at half of the fitted maximal effect; series mostly up to about 76 µM; % of control where 0% means no effect; nearly all actives have a fitted effect of over 35% in size
#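 ERSR induction read as luciferase luminescence (Bright-Glo, 10 min at room temperature) in stably transfected human U87-MG glioma cells exposed to compounds for 16 h, using GRP78 as sensor.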
# * hit, by the source's call; i = inactive; ? = inconclusive; nt = not tested or not shown; & = joins results of further samples; [ ] = another dose, or the depositor's remark. Unless noted, the call rests on the fitted dose curve; in most records, active means well fitted curve in the direction sought with a large enough effect; inconclusive means small, poorly fitted or top-dose-only effect, or another doubt; inactive means no such curve, though single readings can be large; an effect the other way counts as inactive or inconclusive. Only part of the results is shown; count on the stated rates, not on these rows.
cpd	Molecule	Vif-A3G inh	TrxR1 inh	LDHA block	TrxR1 substrate	GRP78 ERSR act	RGS4 inhibitor
1	O=C(c1cccc(Cl)c1)N1CCC(=O)N([C@H](COCc2cccc(Cl)c2)Cc2ccccc2)CC1	nt	nt	1	nt	-2%	nt
2	CNC(CC(=O)O)C(=O)O (centres undefined)	nt	nt	7	nt	-5%	nt
3	NC[C@@H](O)c1ccc(O)c(O)c1	nt	nt	15	nt	-5%&-3%	nt
4	CC(C)CC(NC(=O)OCC1c2ccccc2-c2ccccc21)C(=O)O (centres undefined)	nt	nt	3	nt	-5%	nt
5	COc1ccc(/C=C/C(=O)c2cccs2)c(OC)c1	nt	nt	2	nt	-4%	nt
6	COc1ccc(/C=C/C(=O)c2ccc(C)s2)cc1	nt	nt	5	nt	0%	nt
7	NC1(C(=O)O)CCC1	nt	nt	4	nt	-2%	i
8	COc1cc2c(NC3CCN(C)CC3)nc(N3CCCN(C)CC3)nc2cc1OCc1ccccc1	nt	-18%	7	31%[activator]	nt	nt
9	Cc1cc(NC(=O)COC(=O)c2ccccc2OCCOc2ccccc2)ccc1Br	nt	19%	5	6%	nt	nt
10	C=C1C=C(C)n2ncc(C(=O)Nc3ccc(C)cn3)c2N1	nt	9%	-3	-3%	nt	nt
11	COc1cc2nc(Cl)nc(NC(C)C)c2cc1OC	nt	?	0	-17%	nt	nt
12	COc1cc2nc(N3CCCN(C)CC3)nc(NC(C)C)c2cc1OC	nt	-9%	19	32%[activator]	nt	nt
13	N#Cc1ncc(Br)cn1	nt	-16%	3	8%	nt	nt
14	CC(C)=CCC/C(C)=C/CC/C(C)=C/CCC1(C)CCc2cc(O)ccc2O1 (centres undefined)	nt	2%	16	-3%	nt	nt
15	O=C(Nc1ccccc1Br)c1cnn2c1NC(=C1CC1)C=C2C(F)F	nt	14%	-5	7%	nt	nt
16	Cc1ccc(S(=O)(=O)N2CCN(c3nc(-n4cncn4)nc4ccccc34)CC2)cc1	nt	15%	23	9%	nt	nt
17	CC(=O)NC(Cc1ccc(I)cc1)C(=O)NCC(N)C(=O)c1ccccc1 (centres undefined)	nt	11%	-15	3%	nt	nt
18	COc1cc2nc(N3CCCN(C)CC3)nc(NC3CCNCC3)c2cc1OC	nt	-17%	13	294%[activator]	nt	nt
19	O=C(COC(=O)c1ccccc1Oc1ccccc1)Nc1ccc(Br)cc1	nt	-3%	2	-2%	nt	nt
20	CCOc1ccc(NC(=O)COC(=O)c2ccccc2OCc2ccccc2Br)cc1	nt	27%	-3	8%	nt	nt
21	COc1cc2c(NC3CCN(C)CC3)nc(N3CCCN(C)CC3)nc2cc1OCCN(C)C	nt	-34%	12	106%[activator]	nt	nt
22	COc1cc2nc(N3CCCCC3)nc(NC(C)C)c2cc1OC	nt	-5%	3	60%[activator]	nt	nt
23	O=C(Cc1ccc(Cl)cc1)NO	nt	5%	10	6%	nt	nt
24	COc1ccc(/C=C/C(=O)c2cc(C(=O)/C=C/c3ccc(OC)cc3)c(O)cc2O)cc1	nt	12%	2	5%	nt	nt
25	CC(=O)NC(Cc1ccc(O)cc1)C(=O)NCC(N)C(=O)c1ccccc1 (centres undefined)	nt	-10%	2	3%	nt	nt
26	O=C(COc1ccccc1C(=O)Nc1ccccc1)Nc1ccccc1Cl	nt	2%	1	-5%	nt	nt
27	CC1(Oc2cccc(F)c2)CCN(Cc2ccc(-c3ccccc3)o2)C1 (centres undefined)	-2%	nt	-1	nt	-3%	nt
28	Cn1c(=O)c2cc(NC(=O)Nc3ccccc3)ccc2n1Cc1ccccc1	-2%	nt	7	nt	0%	nt
29	COCCNC(=O)C1CCCN(Cc2ccc(-c3ccccc3)cc2)CC1 (centres undefined)	3%	nt	-7	nt	0%	nt
30	CSc1ccc(CN2C(=O)C(C)ON=C2c2ccccc2F)cc1 (centres undefined)	0%	nt	3	nt	3%	nt
31	CC(=O)Nc1ccc(-c2ccnc3c2CC(C)(C(=O)NCCc2ccccc2)O3)cc1 (centres undefined)	-10%	nt	-6	nt	-6%	nt
32	CC(O)(c1ccc(F)c(F)c1)c1nc(-c2cccc(C(=O)O)c2)cs1 (centres undefined)	-2%	nt	-13	nt	5%	nt

# Reprinted at random: seven entries already listed.
cpd	Molecule	Vif-A3G inh	TrxR1 inh	LDHA block	TrxR1 substrate	GRP78 ERSR act	RGS4 inhibitor
28	Cn1c(=O)c2cc(NC(=O)Nc3ccccc3)ccc2n1Cc1ccccc1	-2%	nt	7	nt	0%	nt
25	CC(=O)NC(Cc1ccc(O)cc1)C(=O)NCC(N)C(=O)c1ccccc1 (centres undefined)	nt	-10%	2	3%	nt	nt
32	CC(O)(c1ccc(F)c(F)c1)c1nc(-c2cccc(C(=O)O)c2)cs1 (centres undefined)	-2%	nt	-13	nt	5%	nt
29	COCCNC(=O)C1CCCN(Cc2ccc(-c3ccccc3)cc2)CC1 (centres undefined)	3%	nt	-7	nt	0%	nt
27	CC1(Oc2cccc(F)c2)CCN(Cc2ccc(-c3ccccc3)o2)C1 (centres undefined)	-2%	nt	-1	nt	-3%	nt
26	O=C(COc1ccccc1C(=O)Nc1ccccc1)Nc1ccccc1Cl	nt	2%	1	-5%	nt	nt
30	CSc1ccc(CN2C(=O)C(C)ON=C2c2ccccc2F)cc1 (centres undefined)	0%	nt	3	nt	3%	nt

# Other compounds:
cpd	Molecule	Vif-A3G inh	TrxR1 inh	LDHA block	TrxR1 substrate	GRP78 ERSR act	RGS4 inhibitor
33	COc1cc(Nc2ccn3nc(-c4ccc(F)cc4)cc3n2)cc(OC)c1OC	-7%	nt	-5	nt	-1%	nt
34	O=C(Nc1cccc2cccnc12)c1csc(COCCO)n1	1%	nt	-8	nt	4%	nt
35	CC1(C(=O)Nc2ccc3c(c2)OCCO3)CCN1Cc1csc2ccccc12 (centres undefined)	0%	nt	-6	nt	-1%	nt
36	CCN(CC)c1ncnc2c1ncn2[C@H]1CN(Cc2ccc(OC)cc2)C[C@@H](CO)O1	-2%	nt	1	nt	-3%	nt
37	CN(NC(=O)C(=O)NCc1ccco1)C(=O)Nc1ccc(Cl)cc1	1%	nt	-4	nt	5%	nt
38	COc1cc(NC(=O)c2cccc3c(-c4cnn(C)c4)coc23)cc(OC)c1OC	-9%	nt	-8	nt	-2%	nt
39	CCNC(=O)C1(C)CCCN(C(=O)c2csc3ccccc23)C1 (centres undefined)	3%	nt	-4	nt	0%	nt
40	CCOC(=O)C1=CCN(S(=O)(=O)c2ccccc2Br)C1c1cccc(F)c1 (centres undefined)	-5%	nt	-4	nt	-4%	nt
41	CN1CCN(C(=O)c2cccc(-c3cnc4cnc(-c5ccccc5Oc5ccccc5)cn34)c2)CC1	-19%	nt	-4	nt	-4%	nt
42	CCC(CO)Nc1ccn2nc(-c3cccs3)cc2n1 (centres undefined)	-1%	nt	-4	nt	-3%	nt
43	Cc1ccc(F)cc1C(=O)N1CCCC(c2cc(C(=O)NCc3ccccc3)no2)C1 (centres undefined)	-2%	nt	-4	nt	-6%	nt
44	CCC(=O)N1CCC1(C)C(=O)Nc1cnc2ccccc2c1 (centres undefined)	0%	nt	-5	nt	0%	nt
45	COc1cc(CNc2ncnc3c2ncn3[C@H]2CN(CCc3ccccc3)C[C@@H](CO)O2)cc(OC)c1OC	3%	nt	-4	nt	-2%	nt
46	CC(=O)NC(c1ccccc1)c1nc(-c2cccc(C(C)C)c2)cs1 (centres undefined)	-2%	nt	-1	nt	-4%	nt
47	COc1ccc(NC(=O)c2cc(C3CCCCN3C(=O)c3cc(F)ccc3C)on2)c(C)c1 (centres undefined)	0%	nt	-3	nt	1%	nt
48	COc1ccc(CCCNC(=O)C2Cc3c(-c4ccccc4)ccnc3O2)cc1 (centres undefined)	-6%	nt	-6	nt	-6%	nt
49	O=C(NCCO)c1cccc(-c2ccc3nncn3c2)c1	-2%	nt	-8	nt	-1%	nt
50	COc1ccccc1CNC(=O)c1cc(-c2ccc(F)cc2C)n[nH]1	-2%	nt	-8	nt	3%	nt
51	CN1CCCC(C)(C(=O)Nc2cccc(Oc3ccccc3)c2)C1 (centres undefined)	-4%	nt	-5	nt	-4%	nt
52	COc1ccc(C(c2nnnn2C2CCCC2)N2CCN(C/C=C/c3ccccc3)CC2)cc1 (centres undefined)	0%	nt	-7	nt	-2%	nt
53	O=C(c1ccccc1)N(CCCn1ccnc1)C(c1ccccc1)c1nc2ccccc2[nH]1 (centres undefined)	-2%	nt	-5	nt	5%	nt
54	CCCNC(=O)C1(C)CCCN(C(=O)c2ccc3ccccc3c2)C1 (centres undefined)	-1%	nt	-2	nt	9%	nt
55	CC(C)C(=O)N1CCCC1(C)C(=O)Nc1ccc(-n2cncn2)cc1 (centres undefined)	2%	nt	1	nt	-3%	nt
56	Cc1cnc(CNC(=O)c2csc([C@H]3C[C@H](O)[C@@H](CO)O3)n2)cn1	-1%	nt	-5	nt	-5%	nt
57	CCc1nc2ccc(C(=O)NCCCN3CCCC3=O)cn2c1N(C)C(=O)C1CCCCC1	1%	nt	-6	nt	-2%	nt
58	COc1cccc(CN2CCC(C)(Oc3cccc(Cl)c3)C2)c1OC (centres undefined)	3%	nt	-3	nt	-4%	nt
59	NC(=NCc1ccccc1)NN=Cc1ccnc2ccccc12	-2%	nt	-3	nt	-3%	nt
60	Cc1ccc(S(=O)(=O)NC(=O)C2(C)CCN2C(=O)C2CCCCC2)nc1 (centres undefined)	2%	nt	-6	nt	-2%	nt
61	CC(C)c1ccc(CN2CCC(C)(Oc3ccc(Cl)cc3)C2)cc1 (centres undefined)	-6%	nt	0	nt	-2%	nt
62	CCc1nc2ccc(C(=O)NC3CCN(Cc4ccccc4)CC3)cn2c1N(C)Cc1cc2ccccc2s1	-12%	nt	-6	nt	-10%	nt
63	C#CCn1cc(CNC[C@H]2O[C@@H](n3cnc4c(=O)[nH]c(N)nc43)[C@H](O)[C@@H]2O)c2ccccc21	-4%	nt	-7	nt	-3%	nt
64	CC(=O)Nc1cc(-c2ccc(N)nc2)cn2c(-c3cccc(C(F)(F)F)c3)cnc12	-10%	nt	-1	nt	?	nt
65	CC1(C(=O)NS(=O)(=O)c2ccc(Br)cc2)CCN1C(=O)C/C=C/c1ccccc1 (centres undefined)	-8%	nt	-11	nt	-2%	nt
66	CCc1nc2c(OCCOc3ccccc3)cccn2c1N(C)C(=O)c1ccc(OC)cc1	-3%	nt	3	nt	-2%	nt
67	COc1ccc(-c2cc(NC=O)c3ncc(-c4cccc(C(F)(F)F)c4)n3c2)cc1OC	?	nt	42	nt	7%	nt
68	OC[C@@H]1CN(Cc2ccco2)C[C@H](n2cnc3c(N4CCN(c5ccccc5)CC4)ncnc32)O1	-4%	nt	-2	nt	-4%	nt
69	Cc1cc(C)c(C(O)c2ncc(-c3ccccc3Cl)[nH]2)c(C)c1 (centres undefined)	0%	nt	-9	nt	-2%	nt
